# Source: PubChem (several laboratories)
# TbHK1 inh: T. brucei hexokinase 1 inhibition. AID 1430. recombinant TbHK1, G6PDH-coupled NADH A340. inhibition, % at 10 µM. actives 0.11% (n = 220,000);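 active means inhibition of 50% or more in the single-dose primary screen; inactive means inhibition below 50%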
# 14-3-3 Bad inh: disrupts binding of bovine 14-3-3 zeta to phospho-Bad peptide; TR-FRET 14-3-3zeta/Dy647-pBad peptide displacement, 1 h; actives 0.71% (n = 220,000); AID 781; inhibition, % at 21.7 µM;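 active means inhibition above about 70%, limit read from the data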;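 further: 0% = full 14-3-3 plus peptide FRET controls and 100% = background without 14-3-3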
# Target sequence (P63103 whole entry, looked up): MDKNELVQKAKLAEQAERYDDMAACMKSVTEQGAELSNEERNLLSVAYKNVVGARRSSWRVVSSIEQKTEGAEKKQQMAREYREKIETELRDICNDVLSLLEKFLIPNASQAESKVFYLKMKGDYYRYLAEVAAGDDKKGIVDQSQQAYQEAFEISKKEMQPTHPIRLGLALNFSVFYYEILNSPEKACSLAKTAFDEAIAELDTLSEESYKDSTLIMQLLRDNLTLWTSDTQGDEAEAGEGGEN
# Mdm2 ligase inh: inhibitors of human Mdm2 E3 ubiquitin ligase; cell-based MDM2 ubiquitination luciferase reporter, 2 h; 0 = plate control, 100 = twice control, blank-subtracted; signal enhancement, % at 5 µM; actives 0.11% (n = 210,000); AID 1230;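 active means signal enhancement of 30% or more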;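 further: luminescence tracks abundance of the self-degrading MDM2-luciferase fusion protein; higher signal means inhibition of MDM2 E3 ligase activity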
#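 test system = mammalian cells stably expressing self-ubiquitinating, self-degrading MDM2 E3–luciferase fusion | quantity = 2000 cells/well | incubation = cell settling 4 h, compound treatment 2 h, both 37 °C | signal = luminescence with SteadyLite reagent, 15 min at room temperature | evaluation = % enhancement relative to plate controls after blank subtraction | benchmarks = plate controls and plate blanks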
# p47phox inh: inhibitors of human p47phox binding; P14598; p47phox/p22phox peptide binding, fluorescence polarization, 2 h; inhibition, % at 24.7 µM; actives 0.53% (n = 220,000); AID 1274;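 active means inhibition above about 30%, limit read from the data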;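 further: 0% = p47phox with labelled peptide and 100% = labelled peptide alone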
# Runt-CBFb FRET: inhibitors of human RUNX1 Runt domain binding to CBFb. Cerulean-Runt/Venus-CBFb FRET ratio 530/480, 1 h. inhibition, % at 20 µM. actives 0.46% (n = 220,000);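 active means inhibition over about 50% at 20 µM in the single-dose screen, limit read from the data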;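 further: 0% = DMSO wells and 100% = excess unlabeled CBFb competitor control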
# Target sequence (Q01196 whole entry, looked up, the tested form may be a part): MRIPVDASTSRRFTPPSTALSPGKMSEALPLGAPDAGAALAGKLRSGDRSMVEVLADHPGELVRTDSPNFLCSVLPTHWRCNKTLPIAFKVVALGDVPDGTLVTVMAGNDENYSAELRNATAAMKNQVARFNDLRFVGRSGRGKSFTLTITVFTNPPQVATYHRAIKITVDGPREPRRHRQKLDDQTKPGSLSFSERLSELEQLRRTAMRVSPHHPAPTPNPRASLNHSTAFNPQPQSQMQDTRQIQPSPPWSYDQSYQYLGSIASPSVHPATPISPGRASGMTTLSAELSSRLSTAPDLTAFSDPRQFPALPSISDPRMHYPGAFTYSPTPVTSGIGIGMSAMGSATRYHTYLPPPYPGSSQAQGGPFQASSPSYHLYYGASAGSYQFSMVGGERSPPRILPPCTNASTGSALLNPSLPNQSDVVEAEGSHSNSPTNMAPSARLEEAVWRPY
# Target sequence (Q13951 whole entry, looked up, the tested form may be a part): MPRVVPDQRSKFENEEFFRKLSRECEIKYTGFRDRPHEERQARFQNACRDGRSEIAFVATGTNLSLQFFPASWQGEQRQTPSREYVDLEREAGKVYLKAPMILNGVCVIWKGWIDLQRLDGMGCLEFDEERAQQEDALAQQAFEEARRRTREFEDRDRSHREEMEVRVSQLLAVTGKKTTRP
#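 Buffer or medium: Tris pH 7.5 buffer with BSA. Assay system: Cerulean-labeled Runt domain protein. Amount: each fluorescent fusion protein 100 nM. Read-out basis: loss of energy transfer signal. Incubation: 1 h compound exposure, room temperature. Probe or stimulus: Venus-CBFb binding partner, 100 nM. Detection: FRET, excitation 422 nm, emission at 530 and 480 nm.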
# Hck-Nef inh: blocks Nef-activated human Hck kinase; P08631; Recombinant Hck-YEEI plus Nef, Z-Lyte FRET kinase assay; inhibition, % at 20 µM; actives 0.68% (n = 220,000); AID 463187;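 active means Hck-Nef kinase inhibition above about 50%, limit read from the data; inactive means inhibition below that limit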;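 further: 0% = DMSO with Hck plus Nef and 100% = Hck alone without Nef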
# L929 necroptosis: L929 zVAD cell death inhibition. L929 zVAD necroptosis rescue, ATP luminescence, 24 h; with zVAD 60 µM. viability rescue, % at 10 µM. actives 0.38% (n = 220,000);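 active means activation, scaled between plate controls, above about 75%, limit read from the data; inactive means activation under that limit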;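 further: 0% = zVAD with DMSO and 100% = DMSO alone without zVAD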
# Runt-SMMHC FRET: Runt domain-CBFb-SMMHC interaction inhibition; Q01196+Q13951; inhibition, % at 20 µM; actives 0.74% (n = 220,000); AID 1434; Cerulean-Runt/Venus-CBFb-SMMHC FRET ratio 530/480, 1 h;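 active means mean inhibition across duplicate retests at 20 µM reaching about 50%, limit read from the data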;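 further: 0% = DMSO wells and 100% = wells with excess untagged CBFb-SMMHC; inhibitors lower the FRET ratio by blocking Runt binding to CBFb-SMMHC; some results filed as inactive read as strong as hits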
# EBV gp42 inh: blocks Epstein-Barr virus glycoprotein 42 binding | Q1HVG2 | Fluorescence polarization binding assay, mP read-out | inhibition, % (tested at 21.74 µM) | actives 0.42% (n = 220,000) | AID 1085; in the data active means inhibition above about 50%
# The depositor's hits bear a star; · = no result given; [ ] = dose if it differs, or a comment.
SMILES,TbHK1 inh,14-3-3 Bad inh,Mdm2 ligase inh,p47phox inh,Runt-CBFb FRET,Hck-Nef inh,L929 necroptosis,Runt-SMMHC FRET,EBV gp42 inh
CCc1ccccc1NC(=O)CSc1nnc(-c2ccncc2)o1,-7,-12,-12,3,-1,24,3.3,1,10
O=c1c2c3c(sc2nc2n1CCCC2)CCC3,3,-7,-10,-18,-2,0,1.5,-2,-5
CC1(C)NC(=O)N(CCOc2ccc3c(c2)CCC3)C1=O,2,-1,-11,-1,-1,-7,0.2,3,-15
C=COC(=O)CSc1snc(SCC(=O)OC)c1C#N,7,-9,-10,-5,-1,18,-0.3,-3,-10
NS(=O)(=O)c1ccc(N=Nc2c(-c3ccccc3)[nH]n(-c3nc(-c4ccccc4)cs3)c2=O)cc1,-5,-4[fluorescence artefact?],-13,9,-5,2,0.3,-5,2
COc1cc(OC)cc(C(=O)NC(=S)NNC(=O)[C@H]2C[C@@H]2c2ccccc2)c1,-6,-18,-9,-18,15,8,-0.7,0,-9
CC(C)(C)c1ccc(S(=O)(=O)NCc2ccc(C(=O)N3CCOCC3)cc2)cc1,1,-3,-20,-4,-1,7,0.7,0,-5
Cc1cccc(C)c1NC(=O)Cn1c(CN2CCCCC2)nc2ccccc2c1=O,1,-1[fluorescence artefact?],1,-8,-6,6,-0.5,2,-13
COc1ccc(NC(=O)CC2SC(=O)NC2=O)cc1 (stereo not given),-6,-12,-8,-2,4,16,3.0,5,-9
Cc1ccc(N/N=C2\CC(=O)c3ccccc32)cc1Cl,-17,0,11,·,2,15,3.0,-5,-10
CC(=O)c1ccc(COC(=O)c2ccccc2NC(=O)C(C)C)cc1,11,4,-18,14,-1,-18,-1.5,-1,2
COc1cccc2c(=O)n(CC(=O)N3CCCCCC3)ccc12,-20,14,-8,5,0,2,1.0,0,-26
CCOC(=O)C1CCCNC1=O (stereo not given),-10,-2,-25,0,2,3,-0.1,-6,-17
O=C(/C=C/c1cccs1)c1ccc(NC(=O)c2ccccc2F)cc1,-5,4[fluorescence artefact?],15,-6,-2,0,1.9,1,0
Cc1ccc(NC(=O)Cc2c(Cl)cccc2Cl)cc1S(=O)(=O)N(C)C,0,0,3,-24,-2,1,1.5,4,-8
O=C(Nc1ccc([N+](=O)[O-])cc1)c1ccc(Cn2cc([N+](=O)[O-])cn2)cc1,2,19,-14,-8,1,21,12,1,-6
O=C(COc1ccc(S(=O)(=O)N2CCCCC2)cc1)NC1CCCCC1,4,-5[fluorescence artefact?],11,-1,-2,1,0.1,-1,0
CCNC(=O)c1cc(Br)ccc1Cl,-1,0[fluorescence artefact?],-10,3,-1,0,0.3,2,-7
O=C(NCc1ccccc1)C1=C[C@H](c2ccc(C(F)(F)F)cc2)C[C@H](OCc2ccc(CO)cc2)O1,0,-3,·,-27,1,-17,-0.8,2,-3
O=C1CN(C(=O)CSc2nc(-c3ccc(Cl)cc3)cs2)c2ccccc2N1,2,0,1,-56,-2,0,-0.1,-2,-21
CCOC(=O)C1(CCc2ccccc2)CCN(C(=O)CCc2cnccn2)CC1,-3,-6,2,-7,-2,17,0.6,-3,-9
CCOC(Cn1ccc(=O)[nH]c1=O)OCC,-8,1,-12,-15,2,-3,0.9,-2,-27
COc1ccc(C(=O)Nc2cccc(-c3cnc4ccccc4n3)c2)cc1,-17,-6,-13,-8,2,2,0.0,3,-9
Cc1ccc(C(=O)OCC(=O)Nc2nc(-c3ccccc3)cs2)cc1NC(=O)c1ccco1,-2,6,·,-53,-1,21,1.6,-4,0
COc1ccc(OC)c(NC(=O)C2CCN(Cc3cnn(-c4ccccc4)c3-n3cccc3)CC2)c1,-12,0,-17,5,0,4,0.2,1,-21
COc1ccc(N(CC(=O)Nc2cccc(C(F)(F)F)c2)S(C)(=O)=O)cc1,3,0,1,-8,-6,4,-0.3,2,6
CC(C)NC(=O)c1cc(=O)n(C)c(=O)n1C,5,88*,0,5,0,9,0.0,-5,1
CCCN1CN=C(Nc2nc3ccccc3o2)NC1,-8,0,-15,3,0,-13,0.8,0,-3
O=C(NC(=S)NNC(=O)c1ccccc1O)c1ccco1,8,1,-17,-9,9,-1,0.3,7,5
O=C(Nc1ccc(N2CCCCC2)cc1)c1cc([N+](=O)[O-])cc([N+](=O)[O-])c1,-3,-3,3,2,-4,25,5.7,-2,-16
CC(C)(C)NC(=O)CCN1CCOCC1,8,0,-21,0,-1,-19,-0.1,2,-2
CCCN1CNC(=S)N(CC2CCCO2)C1 (stereo not given),6,5[fluorescence artefact?],3,-14,-3,3,-0.1,-6,-11
COC1(OC)C(=N/O)/C(=N\O)CCC1O (stereo not given),-2,-3[fluorescence artefact?],-10,-9,2,0,-0.2,2,-19
C/C(=N\NC(=S)Nc1ccc(F)cc1)C1CC1,9,-14,-9,-6,12,0,0.2,2,-2
N#CCCN(Cc1cccnc1)C(=O)Nc1cccc(Cl)c1,-2,-4[fluorescence artefact?],-1,1,0,2,0.0,4,-26
COCCNC(=O)C(c1cccs1)N(C(=O)Cn1nnc2ccccc21)c1ccc2c(c1)OCO2 (stereo not given),-1,-9,-6,8,2,2,-0.3,0,-13
COc1cccc(CN2CCN(c3ccc(F)cc3)C2=O)c1,-1,-1,-21,-12,0,-3,0.7,-6,7
O=C(O)CCSc1ncnc2sc(-c3ccccc3)cc12,-15,-1,-20,1,-1,-5,2.6,-4,-6
O=[N+]([O-])c1ccc(-c2cn3c(n2)CCC3)cc1,-22,-1,-10,1,-2,17,0.2,-1,-2
Cc1ccccc1CN1CCN(CC(=O)NCc2ccccn2)C1=O,-3,5,-8,6,0,8,0.1,2,-4

# Molecules above with a furan ring, fused or not (2):
SMILES,TbHK1 inh,14-3-3 Bad inh,Mdm2 ligase inh,p47phox inh,Runt-CBFb FRET,Hck-Nef inh,L929 necroptosis,Runt-SMMHC FRET,EBV gp42 inh
Cc1ccc(C(=O)OCC(=O)Nc2nc(-c3ccccc3)cs2)cc1NC(=O)c1ccco1,-2,6,·,-53,-1,21,1.6,-4,0
O=C(NC(=S)NNC(=O)c1ccccc1O)c1ccco1,8,1,-17,-9,9,-1,0.3,7,5

# Ordered by length of the SMILES (lowest first): some entries from above
SMILES,TbHK1 inh,14-3-3 Bad inh,Mdm2 ligase inh,p47phox inh,Runt-CBFb FRET,Hck-Nef inh,L929 necroptosis,Runt-SMMHC FRET,EBV gp42 inh
O=C(O)CCSc1ncnc2sc(-c3ccccc3)cc12,-15,-1,-20,1,-1,-5,2.6,-4,-6
N#CCCN(Cc1cccnc1)C(=O)Nc1cccc(Cl)c1,-2,-4[fluorescence artefact?],-1,1,0,2,0.0,4,-26
COCCNC(=O)C(c1cccs1)N(C(=O)Cn1nnc2ccccc21)c1ccc2c(c1)OCO2 (stereo not given),-1,-9,-6,8,2,2,-0.3,0,-13

# The list goes on:
SMILES,TbHK1 inh,14-3-3 Bad inh,Mdm2 ligase inh,p47phox inh,Runt-CBFb FRET,Hck-Nef inh,L929 necroptosis,Runt-SMMHC FRET,EBV gp42 inh
COc1cc(Br)cc(CN2CCN(C/C=C/c3ccccc3)CC2)c1O,12,68,-30,-1,0,2,-1.0,-1,-45
CCOC(=O)C1(Cc2ccc(OC)cc2)CCN(C(=O)c2ccc3[nH]ccc3c2)CC1,9,8,-5,-6,-1,14,1.1,1,-5
Cn1c(Oc2ccc(F)cc2F)c(C=O)c2ccccc21,-4,4,1,-10,1,-2,2.9,1,-4
Cc1nc(NS(=O)(=O)c2ccccc2)sc1NC(=O)Nc1ccc(Cl)cc1,-8,-4,·,-45,14,29,0.4,3,-5
COc1ccc(CCNC(=O)CN(C)S(=O)(=O)c2ccc(Br)s2)cc1OC,7,8,-11,-3,0,-16,·,4,16
CN(C)CCOCCOc1ccc(Cl)cc1C(C)(C)C,10,26,9,-2,-1,23,1.6,0,-2
Cc1cc(C(F)F)n2nc(C(=O)O)nc2n1,4,14,-13,-3,-1,0,-0.5,-1,-26
Cn1ccnc1SCC(=O)c1ccc([N+](=O)[O-])cc1,-6,-4,1,2,12,-10,1.3,1,-6
COc1ccc(NC(=O)CSc2ccc3ccccc3c2)cc1S(=O)(=O)N1CCCCC1,7,-24,-10,-80,0,-1,0.5,1,-11
Cc1cc(N(C)/N=C/c2ccccc2O)nc(-c2ccccc2O)n1,-4,3,-43,-2,-1,4,1.0,-1,-9
O=C(Cc1cccs1)N(CC1CCCO1)C1(C(=O)NC2CCCC2)CCCCC1 (stereo not given),-9,4,-18,2,-2,1,-0.5,-1,-13
CCn1nc(C)cc1C(=O)Sc1cccc(Br)c1,-9,-5,-7,0,3,9,0.0,-1,-9
Cc1nnc(SCCN2C(=O)c3ccccc3C2=O)[nH]c1=O,-11,-9,-7,-6,0,-1,-0.1,-4,-15
Cc1ccc2cc(CN(Cc3ccco3)C(=O)NCc3ccccc3)c(=O)[nH]c2c1C,-2,8[fluorescence artefact?],5,6,1,0,0.1,1,4
O=C(CSc1nc(-c2ccccc2Cl)ns1)NCc1ccco1,7,16,6,-17,-2,0,-0.4,2,-19
COc1cc(NC(=O)CCc2c(C)nc3nc(C)nn3c2C)cc(OC)c1,-7,4[fluorescence artefact?],-23,6,2,-2,0.3,-4,-22
CCOC(=O)C1CCCN(c2c(Nc3ccc(OCC)cc3)c(=O)c2=O)C1 (stereo not given),-42,-5,-16,-5,1,0,0.3,2,-2

# Five compounds already listed, sorted by the value under Runt-CBFb FRET, largest number first.
molecule,Runt-CBFb FRET
CCn1nc(C)cc1C(=O)Sc1cccc(Br)c1,3
COc1cc(NC(=O)CCc2c(C)nc3nc(C)nn3c2C)cc(OC)c1,2
Cc1ccc2cc(CN(Cc3ccco3)C(=O)NCc3ccccc3)c(=O)[nH]c2c1C,1
Cc1nnc(SCCN2C(=O)c3ccccc3C2=O)[nH]c1=O,0
O=C(CSc1nc(-c2ccccc2Cl)ns1)NCc1ccco1,-2

# This is a random part of the collection; about 3.2% have a hit in one of these screens.
